HT1080-NT tox: qHTS for induction of synthetic lethality in tumor cells producing 2HG: qHTS for the HT-1080-NT fibrosarcoma cell line | HT-1080-NT fibrosarcoma viability, CellTiter-Glo ATP luminescence, 48 h | Potency, µM (titrated, usually from 46.1 µM), without a hit: at the top dose activity, negative = less viability, actives largely listed as cytotoxic | 360,000 tested, 1.6% active;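 further: NT is the 2HG producing partner of a matched IDH1 knockdown line; potency means the concentration at half of the fitted maximal effect; 0% = DMSO-treated cells and -100% = media-only wells without cells; nearly all actives have a fitted effect of over 55% in size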
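Fibrosarcoma NT cells, 750 per well in 5% FBS RPMI, were exposed to compound for 48 hours. Viability: CellTiter-Glo luminescence.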
IL-1B inflam inh: qHTS for Inhibitors of Inflammasome Signaling: IL-1-beta AlphaLISA Primary Screen. THP-1 LPS/ATP IL-1B secretion, AlphaLISA, 16 h; active compounds read low. activity change, % at 57.5 µM. 360,000 tested, 4.7% active. AID 743279, 2014; in the data active means activity change below about -50%; inconclusive means mostly about -30% to -49%; further: on the % scale 0 is the no-effect control and ±100 the full control effect
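THP-1 cells pretreated 1 hr with compounds (up to 57.5 uM final), then stimulated with LPS (250 ng/mL final) plus ATP (1.25 mM final); secreted IL-1B measured by AlphaLISA after 16 hr, decreased signal indicating inhibition.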
SW480 rereplic: A quantitative high throughput screen for small molecules that induce DNA re-replication in SW480 colon adenocarcinoma cells. SW480 DNA re-replication, Hoechst DNA content imaging, 48 h. Potency, µM (highest dose often 46.1 µM), for the others: top-dose re-replication activation, usual class: activators. 340,000 tested, 1.8% active; further: potency means the concentration at half of the fitted maximal effect; % of control where 0% means no effect; nearly all actives have a fitted effect of over 55% in size
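Compounds, transferred as 23 nL by pin tool, were incubated with cells for 48 hr; DNA content per nucleus was then quantified by Hoechst staining and fluorescence plate imaging.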
KB-V1 cytotox: qHTS assay for MDR1-selective chemotherapeutics: Primary screen using the drug-selected MDR subline cells KB-V1; KB-V1 MDR cells viability, CellTiter-Glo, 72 h; Potency, µM (series often up to 46.1 µM), for the others: at the highest dose activity change, negative = cytotoxicity, actives largely listed as cytotoxic; 400,000 tested, 3.4% active; AID 1347076, 2019; further: potency means the concentration at half of the fitted maximal effect; on the % scale 0 is the no-effect control and ±100 the full control effect; nearly all actives have a fitted effect of over 60% in size
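Readout: CellTiter-Glo luminescence, 10 min after addition. Cells: KB-V1 MDR subline, 72 h at 37 degrees C with compound. Analysis: corrected, normalized data fitted to concentration-effect curves.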
ATXN2 expr inh: Primary qHTS for Inhibitors of ATXN expression; HEK-293 ATXN2-luciferase reporter, luminescence, 24 h; 360,000 tested, 0.72% active; AID 1745845, 2022; Potency, µM (top dose mostly 57 µM), without a hit: top-dose activity change, negative = inhibition, most hits filed as inhibitors; further: potency means the concentration at half of the fitted maximal effect; on the % scale 0 is the no-effect control and ±100 the full control effect; nearly all actives have a fitted effect of over 55% in size
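ATXN2-luciferase reporter cells (luciferase flanked by upstream and downstream ATXN2 gene portions) were treated 24 h at 37 °C with compounds at up to 57 uM. SteadyGlo luminescence gave expression; GF-AFC fluorescence gave viability.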
HT1080 IDH1KD tx: qHTS for induction of synthetic lethality in tumor cells producing 2HG: qHTS for the HT-1080-IDH1KD cell line; Potency, µM (series often up to 46.1 µM), for inactives: at the highest dose activity, negative = toxicity, usual class: cytotoxic; 360,000 tested, 2% active; HT-1080 IDH1 knockdown viability, ATP luminescence, 48 h;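 further: potency means the concentration at half of the fitted maximal effect; 0% = DMSO wells and -100% = cell-free medium wells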
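CellTiter-Glo luminescence after 48 h compound exposure at 37 degrees C of IDH1-knockdown HT-1080 cells in 5% FBS RPMI. %Activity scaled between DMSO wells and cell-free media wells, with curves fitted and assigned curve classes.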
KB-3-1 tox: qHTS assay for MDR1-selective chemotherapeutics: Primary screen using the parental adenocarcinoma cell KB-3-1 | Potency, µM (highest dose often 46.1 µM), for the others: at the highest dose activity change, negative = cytotoxic, most hits filed as cytotoxic | KB-3-1 viability, CellTiter-Glo ATP luminescence, 72 h | 400,000 tested, 1.4% active | AID 1347075, 2019; further: potency means the concentration at half of the fitted maximal effect; on the % scale 0 is the no-effect control and ±100 the full control effect; nearly all actives have a fitted effect of over 60% in size
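Using CellTiter-Glo luminescence, growth of non-resistant KB-3-1 adenocarcinoma cells is assessed 72 h after pin-tool compound addition at 37 °C. Normalized responses across the concentration series yield fitted curves.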
MCF10A rereplic: A quantitative high throughput screen for small molecules that induce DNA re-replication in MCF 10a normal breast cells; MCF 10A DNA re-replication, Hoechst nuclear intensity, 48 h; Potency, µM (titrated, usually from 46.1 µM), for the others: at the highest dose activity, positive = re-replication, actives largely listed as activators; 350,000 tested, 2.9% active; further: potency means the concentration at half of the fitted maximal effect; % of control where 0% means no effect; nearly all actives have a fitted effect of over 50% in size
WRN helicase inh: qHTS for Inhibitors of WRN Helicase; Bifunctional 3'-5' exonuclease/ATP-dependent helicase WRN (Homo sapiens), Q14191; 360,000 tested, 0.46% active; Potency, µM (titrated, usually from 114 µM), without a hit: at the top dose activity change, negative = inhibition, most hits filed as inhibitors; WRN helicase unwinding, fluorescent forked duplex, kinetic; further: potency means the concentration at half of the fitted maximal effect; on the % scale 0 is the no-effect control and ±100 the full control effect; nearly all actives have a fitted effect of over 55% in size
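Kinetic fluorescence helicase assay: unwinding of a quenched forked DNA duplex (100 nM final) with 2 mM ATP final raises red fluorescence (525/598 nm). Compounds sat 15 min at room temperature with 20 nM WRN beforehand.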
Numbers without * were called inactive; ? = inconclusive; / = not tested or not shown; & = joins results of further samples; ! = not active in a repeat; [ ] = remark or other dose. Unless noted, the call rests on the fitted dose curve; in most records, active means well fitted curve in the direction sought with a large enough effect; inconclusive means small, poorly fitted or top-dose-only effect, or another doubt; inactive means no such curve, though single readings can be large; an effect the other way counts as inactive or inconclusive.

Structure	HT1080-NT tox	IL-1B inflam inh	SW480 rereplic	KB-V1 cytotox	ATXN2 expr inh	HT1080 IDH1KD tx	KB-3-1 tox	MCF10A rereplic	WRN helicase inh
CC1=NN(c2ccccc2)C(=O)/C1=C/c1ccc(-c2ccc(C)c(C(=O)O)c2)o1	-11%	17	-10%	0%	-2%	-15%	8%	12%	?
CSc1nnc(-c2sc(-c3ccccc3)nc2C)n1C	11%	-10	-3%	1%	8%	5%	-1%	12%	-9%
NC(=O)Nc1ccc(C(=O)OCC(=O)Nc2ccc([N+](=O)[O-])cc2C(F)(F)F)cc1	-10%	9	?	17%	-12%	-2%	12%	-2%	0%
CCOc1ccc(Cc2c(Cl)nc(N)nc2Cl)cc1	-1%	4	0%	-11%	-2%	2%	?	3%	-6%
CCC(C)N(CCNC(=O)c1ccc(NC2=NC3CS(=O)(=O)CC3S2)cc1)Cc1ccco1 (stereo not drawn)	1%	-11	-10%	21%	6%	6%	4%	2%	-2%
COc1ccc2c(O)c(-c3c(C)cc(C)cc3C)c(=O)[nH]c2c1	21%	/	?	?	0%	3%	-24%	?	-11%
CC(=O)c1sc(NC(=O)c2ccco2)nc1-c1ccccc1	0%	-8	-1%	17%	45%[activator]	4%	-2%	0%	4%
O=S(=O)(/N=C(/Nc1ccc(Cl)c(S(=O)(=O)N2CCOCC2)c1)c1ccc(F)cc1)c1ccccc1	-15%	-18	-1%	-7%	-11%	-10%	-8%	2%	-1%
CCCCN(c1ccc(C(=O)OC)cc1)S(=O)(=O)c1ccccc1	-2%	-5	-4%	-12%	-9%	-5%	-9%	-13%	-5%
COc1ccc(-c2cn(Cc3ccc(C(N)=O)cc3)c(CCN)n2)cc1	-3%	17	2%	-6%	23%	-2%	15%	8%	6%
Cc1ccc(CNC(=O)CCC(=O)Nc2nnc(C(C)C)s2)cc1	2%	0	?	?	4%	26%	-2%	-1%	-2%
CC(C)[C@H](NS(=O)(=O)c1cccc(C(F)(F)F)c1)C(=O)OCC(N)=O	6%	12	3%	29%	1%	7%	4%	-6%	-5%
COc1ccccc1CN1C(=O)CCC1(C)C(=O)NCc1cccnc1 (stereo not drawn)	3%	16	-10%	20%	4%	2%	-1%	-2%	-2%
COc1ccccc1NC(=O)N1CCn2c(nc3ccccc32)C1	14%	-3	-3%	-4%	3%	0%	3%	2%	3%
O=C(C1CCN(S(=O)(=O)N2CCOCC2)CC1)N1CCN(c2ccc(F)cc2)CC1	-15%	9	-7%	-7%	-24%	-9%	-8%	8%	-2%
COc1ccc(C(=O)NNC(=O)c2cc(C)[nH]n2)cc1	4%	5	?	-7%	/	4%	3%	12%	0%

Record cards, as listed above. Values in the order: HT1080-NT tox	IL-1B inflam inh	SW480 rereplic	KB-V1 cytotox	ATXN2 expr inh	HT1080 IDH1KD tx	KB-3-1 tox	MCF10A rereplic	WRN helicase inh
Entry for COc1ccccc1CN1C(=O)CCC1(C)C(=O)NCc1cccnc1 (stereo not drawn) → 3%	16	-10%	20%	4%	2%	-1%	-2%	-2%
Entry for COc1ccccc1NC(=O)N1CCn2c(nc3ccccc32)C1 → 14%	-3	-3%	-4%	3%	0%	3%	2%	3%

(further entries)
Structure	HT1080-NT tox	IL-1B inflam inh	SW480 rereplic	KB-V1 cytotox	ATXN2 expr inh	HT1080 IDH1KD tx	KB-3-1 tox	MCF10A rereplic	WRN helicase inh
OC(c1ccc(F)cc1)c1nc(-c2csc3ccccc23)cs1 (stereo not drawn)	?	-19	/	?	19%	-19%	0%	/	-11%
CCN(CC)CCCC1(CN)OCCc2ccccc21 (stereo not drawn)	-3%	0	0%	0%	-7%	7%	4%	?	-1%
N#C/C(=C\c1ccncc1)c1ccccn1	?	-100*	?	?	17%	?	?	?	-11%
CCOCCn1c(CN2CCC(Cc3ccccc3)CC2)nc2c1c(=O)n(C)c(=O)n2C	0%	40	6%	?	-8%	13%	2%	-13%	-2%
Cc1ccc(NC(=O)COC(=O)CCc2c[nH]c3ccccc23)c(C)c1	-1%	5	-6%	?	/	2%	1%	-3%	3%
Cc1ccc(NC(=O)c2cc(S(=O)(=O)N3CCCCC3)ccc2N2CCOCC2)cc1S(=O)(=O)N(C)C	-3%	-14	1%	0%	/	-12%	1%	0%	-4%
COC(=O)Cn1c(=NC(=O)CCS(=O)(=O)c2ccccc2)sc2c(OC)ccc(OC)c21	7%	-1	-4%	-1%	-7%	20%	-4%	0%	10%
COc1ccc(C(=O)CCC(=O)N2CCN(c3cccc(Cl)c3)CC2)cc1	-11%	-28	-9%	-17%	?	-3%	-21%	11%	3%[11.6 µM]
CCc1c(C(=O)Nc2ccc(S(=O)(=O)N3CCOCC3)cc2)csc1C	-26%	16	15%	-3%	-4%	-28%	9%	5%	-11%
Cc1cc(OCC(=O)Nc2ccc(OCc3ccccc3)cc2)nc(C(C)C)n1	-3%	-9	8%	-8%	-4%	-1%	-1%	3%	1%
CC(=O)Nc1ccc(-c2ccnc3c2CC(C)(C(=O)Nc2ccc(Cl)cc2)O3)cc1 (stereo not drawn)	?	-53*	/	?	?	?	?	/	-13%
CSc1nc2nc3c(cc2c(=O)n1-c1ccccc1C)CCCC3	-13%	7	-9%	?	?	-2%	?	2%	-1%
CCc1ccc2[nH]c(=O)c(Cc3ccccc3)c(O)c2c1	-2%	6	0%	-5%	/	7%	2%	3%	-13%
Clc1ccccc1-c1nnc2sc(-c3ccccn3)nn12	-4%	-17	1%	-20%	4%	2%	-4%	0%	-3%
COCCCn1c(=N)c(C(N)=S)cc2c(=O)n3cccc(C)c3nc21	10%	-68*	16µM*	7%	-18%	9%	-3%	?	-24%
COc1ccc(NC(=O)CN2CCN(C(C)=O)CC2)cc1S(=O)(=O)N1CCOCC1	4%	34	?	0%	-6%	17%	0%	3%	7%
CC(=O)Nc1nc2n(n1)C(c1ccc(F)cc1)C=C(c1ccccc1)N2 (stereo not drawn)	-1%	3	-3%[9.22 µM]	-5%	-21%	-2%	0%	?	-5%
CCc1noc(C)c1C(=O)NNC(=O)c1nn(C)c(=O)c2ccccc12	0%	-17	-8%	0%	-2%	-2%	19%	2%	-5%
COc1ccc(-c2cc(C(=O)N3CC4(C)CC3CC(C)(C)C4)no2)cc1 (stereo not drawn)	8%	-53*	-9%	-23%	-5%	0%	?	15%	-4%
CN(Cc1cnccn1)C(=O)C1CCC(=O)N(CCc2ccc(Cl)cc2)C1 (stereo not drawn)	12%	0	-5%	11%	4%	1%	11%	3%	-4%
CC(C)C(=O)Nc1ccc(N2CCOCC2)c(S(=O)(=O)Nc2ccccc2Cl)c1	2%	-14	?	-23%	-21%	-2%	?	7%	-32%
Cc1ccc(NC(=O)c2cnc3ccccc3n2)cc1C	18%	/	?	-19%	67%[activator]	?	5%	14%	3%
Cc1cc(C)cc(NC(=O)CSc2nc3c(c(=O)[nH]2)CN(Cc2ccc(F)cc2)CC3)c1	-1%	5	-4%	21µM*!	-1%&-11%	2%	-20%&-11%	3%	-25%
NS(=O)(=O)c1ccc(NC(=O)COC(=O)Cn2cnc3ccccc3c2=O)cc1	0%	3	-1%	?	-2%	-11%	12%	-1%	8%
O=c1c2ccccc2ccc2ccc(P(=O)(O)O)cc12	/	/	2%[9.22 µM]	0%	1%	/	7%	-3%	/
Cc1cccc(/C=N/NC(=O)c2ccc(NC(=O)c3ccc(Cl)cc3)cc2)n1	18µM*	48	0%	-15%	-23%	18µM*	?	7%	-2%
COCCNC(=O)Cn1cnc2c1c(=O)n(C)c(=O)n2C	25%	7	-2%	?	-11%	14%	9%	-1%	-4%
COc1ccc(CCn2nnnc2C(CC(C)C)N2CCN(c3ncccn3)CC2)cc1OC (stereo not drawn)	16%	-25	-5%	-2%	2%	16%	-3%	1%	2%
Cc1ccc2c(c1)[C@H]1[C@H](CO2)[C@H](c2ccccc2)[C@]2(C)C(=O)Nc3cc(F)c(F)cc3C(=O)N12	?	?	23µM*	-21%	?	?	?	5.2µM*	1%
COc1cccc(/C=C/C(=O)OCC(=O)Nc2cccc(S(=O)(=O)N(C)C)c2)c1	-8%	29	10%	-1%	5%	1%	-11%	-4%	-13%
CCCCN1CC(=O)N2Cc3[nH]c4ccccc4c3C[C@H]2C1=O	-2%	?	-3%	-13%	2%	-2%	5%	?	3%
CSCCC(NC(=O)c1ccccc1)C(=O)N1CC=C(c2ccccc2)CC1 (stereo not drawn)	0%	-13	28%	?	-17%	10%	?	11%	2%
N/C(CS(=O)(=O)c1ccc(F)cc1)=N\O	10%	34	-5%	-9%	0%	-3%	0%	-3%	-9%
O=C(NCc1cccnc1)/C(=C/c1ccc(-c2ccc(Cl)cc2)o1)S(=O)(=O)c1ccccc1	6.3µM*	-106*	9.2µM*	?	13µM*	5.6µM*	-2%	9.2µM*	-8%
Nc1nnc(CC(=O)N/N=C\c2ccc(-c3cccc(Cl)c3)o2)s1	2%	0	-4%	?	6%	-8%	-3%	5%	-2%
S=c1[nH]ccc2ccccc12	2%	39	-4%	-3%	10%	9%	6%	-1%	-2%
O=C(CSc1nncn1-c1cccnc1)Nc1ccccc1[N+](=O)[O-]	3%	32	14%	-1%	-4%	-2%	2%	1%	0%[57.1 µM]
COc1ccc(OCCOC(=O)CNC(=O)c2ccc(Cl)cc2Cl)cc1	-4%	8	-1%	0%	-4%	-1%	-4%	1%	-2%

This is a random part of the collection; any-hit rate near 12%.
